# High-throughput results (PubChem BioAssay)
# ERp5 block – blocks human ERp5 reductase activity on insulin; Q15084; ERp5 insulin aggregation, absorbance 650 nm, 90 min; inhibition, % at 9.99 µM; 350,000 compounds, 0.05% hits; AID 651711;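 active = mean replicate inhibition above about 25%, with every replicate also reaching it, limit read from the data, passing the limit was not always enough; inconclusive = only one of those two criteria met; inactive = neither criterion met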
# Target sequence (Q15084 whole entry, looked up): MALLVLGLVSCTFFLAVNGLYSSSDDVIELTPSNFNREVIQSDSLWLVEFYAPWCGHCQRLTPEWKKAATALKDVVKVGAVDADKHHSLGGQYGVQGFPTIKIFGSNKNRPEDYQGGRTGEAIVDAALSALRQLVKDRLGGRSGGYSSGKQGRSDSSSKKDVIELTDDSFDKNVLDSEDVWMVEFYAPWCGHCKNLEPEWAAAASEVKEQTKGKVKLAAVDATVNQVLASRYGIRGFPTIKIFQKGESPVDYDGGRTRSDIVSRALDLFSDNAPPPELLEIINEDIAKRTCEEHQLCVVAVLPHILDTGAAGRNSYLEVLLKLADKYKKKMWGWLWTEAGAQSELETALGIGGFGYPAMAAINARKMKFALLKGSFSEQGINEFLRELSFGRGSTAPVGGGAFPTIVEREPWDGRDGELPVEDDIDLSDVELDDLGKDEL
# SIRT5 block – blocks human SIRT5 desuccinylation of peptide; 330,000 compounds, 1.1% hits; inhibition, % at 15 µM; Purified SirT5, succinyl-peptide AMC, trypsin-coupled fluorescence; AID 652115; in the data active = inhibition above about 15%; inconclusive = no clear call, values can overlap the other calls
# Target sequence (Q9NXA8 whole entry, looked up): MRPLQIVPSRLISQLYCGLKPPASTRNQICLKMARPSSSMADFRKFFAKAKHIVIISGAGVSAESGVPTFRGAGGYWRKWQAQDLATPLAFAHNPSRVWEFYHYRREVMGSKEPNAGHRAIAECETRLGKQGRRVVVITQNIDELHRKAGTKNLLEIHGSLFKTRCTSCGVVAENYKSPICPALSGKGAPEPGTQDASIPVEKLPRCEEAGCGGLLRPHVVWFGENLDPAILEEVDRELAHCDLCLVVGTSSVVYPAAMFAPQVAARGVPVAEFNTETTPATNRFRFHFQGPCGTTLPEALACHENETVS
# C2C12 statin – protects C2C12 myotubes from simvastatin toxicity; ATP luminescence, 48 h; scaled: DMSO 0, geranylgeraniol control 100; rescue of ATP level, % at 7.49 µM; 330,000 compounds, 0.78% hits;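 active = mean ATP rescue above about 67%, or every replicate alone reaching that limit, limit read from the data, passing the limit was not always enough; inconclusive = no clear call, values can overlap the other calls; inactive = mean under the limit and some replicate under it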;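 also: myotubes were challenged with 10 µM simvastatin during compound exposure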
# esBAF inh – inhibitors of esBAF chromatin remodeling in mouse ES cells; Bmi1-luciferase knock-in reporter, 24 h; 100% = twice the neutral-well signal; reporter increase, % at 12.5 µM; 350,000 compounds, 2% hits; AID 602393; in the data active = activation above about 40%; inconclusive = no clear call, values can overlap the other calls;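 also: 0% = median of the plate's neutral control wells and 100% = double that signal; a rise in the Bmi1 reporter signal indicates esBAF inhibition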
# ARNT-TACC3 inh – disrupts binding between human ARNT and TACC3; Q9Y6A5; AlphaScreen His-ARNT PAS-B/GST-TACC3 binding, luminescence; TACC3 fragment carries E629A point mutation; inhibition, % at 9.99 µM; 390,000 compounds, 0.66% hits; AID 623870;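 active = mean inhibition of replicates at least 50% and at least half of replicates each reaching 50%; inconclusive = half or more replicates reach 50% but mean below 50%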;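 also: 0% = complete ARNT plus TACC3 wells and 100% = ARNT alone without TACC3; many hits fall short of the cut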
# Cneo AK release – causes C. neoformans cell lysis; adenylate kinase release luminescence, 4 h; normalised: neutral wells 0, clomiphene wells 100; 360,000 compounds, 0.2% hits; lysis activity, % at 15 µM;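 active = mean lysis activity across replicates of at least 80%, whatever share of replicates individually reach that level; inactive = mean lysis activity below 80%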
#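 Material – log-phase Cryptococcus neoformans yeast cells · Input – 5 × 10^6 yeast cells/mL · Medium – fresh YPD growth medium · Doses – single compound concentration per well · Timing – static 4 h at 37 °C with compound, 1 h detection · Detection – adenylate kinase release luminescence · Read-out – signal increase indicating cell lysis · Control set – Clomiphene as positive lysis control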
# miR-122 sensor – miR-122 inhibition in Huh7 cells | Huh7 miR-122 Renilla luciferase sensor, 48 h; neutral wells = 0, positive control = 100 | activation (reporter increase), % at 12.5 µM | 340,000 compounds, 0.3% hits | AID 602342;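 active = mean replicate activation score at least 90 and every replicate individually at or above 90; inconclusive = only one of the two criteria met; inactive = neither criterion met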;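 also: higher luciferase means less miR-122 activity so hits act as miR-122 inhibitors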
# Numbers without * were called inactive; ? = inconclusive; . = not tested or not shown; & = joins results of further samples; [ ] = another dose, or the depositor's remark.
SMILES,ERp5 block,SIRT5 block,C2C12 statin,esBAF inh,ARNT-TACC3 inh,Cneo AK release,miR-122 sensor
C[C@@H]1CN([C@@H](C)CO)C(=O)c2cc(NS(=O)(=O)c3ccc(F)cc3)ccc2O[C@@H]1CN(C)S(=O)(=O)c1cn(C)cn1,0,-4,-8,0,.,.,1[16.7 µM]
Cc1ccc2nc(NC(=O)CSc3nc4c(c(=O)n3C)SC(C)C4)sc2c1 (configuration not stated),.,.,28,-8,3,-1,-6
COc1ccc(S(=O)(=O)Nc2cccc3c2O[C@H](CN(C)S(=O)(=O)c2ccc(OC)cc2)[C@@H](C)CN([C@H](C)CO)C3=O)cc1,0,-1,-3,5,-6,0,-1
COc1ccc(S(=O)(=O)Nc2ccc3c(c2)CC(=O)N([C@H](C)CO)C[C@@H](C)[C@H](CN(C)S(=O)(=O)c2cn(C)cn2)O3)cc1,-9,0,28,-2,-3,1,5[16.7 µM]
CO[C@@H]1CN(C)C(=O)c2ccc(NC(=O)Nc3ccccc3)cc2OC[C@@H](C)N(C(=O)CN(C)C)C[C@@H]1C,-5,-11,12,-1,.,3,-6[16.7 µM]
CN1[C@@H]2c3ccc(-c4ccc(F)cc4)c(=O)n3C[C@@H]2[C@@H](CO)[C@@H]1C(=O)NCc1ccccn1,-1,1,-3,2,0,-2,2[16.7 µM]
CC(C(=O)OCC(=O)c1ccc([N+](=O)[O-])cc1)N1C(=O)C2C3CCC(C3)C2C1=O (configuration not stated),1,1,.,.,-3,.,.
CCC(Oc1ccccc1)C(=O)Nc1ncc([N+](=O)[O-])s1 (configuration not stated),2,5,.,.,-2,.,.
Cc1ccc(C)c(NC(=O)C(c2ccccc2)N2CCN(CC(=O)N3CCOCC3)CC2)c1 (configuration not stated),2,-3,16,-5,-7,-2,8
C[C@@H]1CN([C@@H](C)CO)C(=O)Cc2cc(NC(=O)CCC(F)(F)F)ccc2O[C@@H]1CN(C)S(C)(=O)=O,-2,7,2,-1,-3,7,1[16.7 µM]
CCOc1ccc(-c2cc(C(=O)Nc3ccc(C)c(NS(C)(=O)=O)c3)[nH]n2)c(C)c1,2,3,4,11,.,-2,-1
O=C(Nc1nnc(CCN2CCCCC2)s1)c1ccc(Cl)cc1Cl,-2,-5,.,.,-2,.,.
CCOc1c(Br)cc(C2NC(=O)CCC2[N+](=O)[O-])cc1OC (configuration not stated),0,3,-3,-2,-8,-1,-9
CCN(CC)CCC(C)OC(=O)c1ccc(O)cc1O (configuration not stated),-5,0,1,-2,-3,0,-1
COc1cccc(NC(=O)CN(c2ccc(C)cc2)S(=O)(=O)c2c(C)nn(C)c2C)c1,10,-4,14,0,1,.,-7
Cc1ccc(C)c(NC(=O)CCN2CCN(CCO)CC2)c1,2,-4,0,1,32,1,-8
COc1ccc(C(=O)COC(=O)c2ccc3c(c2)NC(=O)CS3)c(OC)c1,8,-6,7,1,1,0,-6
O=C(NCCN1CCOCC1)C1CCC(CNS(=O)(=O)c2ccccc2)CC1 (configuration not stated),.,.,.,.,9,0,-13
CC(=O)Nc1cc[n+](CC(=O)c2cccc([N+](=O)[O-])c2)cc1,0,-1,4,-2,-2,0,.
C[C@@H]1CCCCO[C@@H](CN(C)C(=O)Nc2ccc3c(c2)OCO3)[C@H](C)CN([C@H](C)CO)C(=O)c2cc(NS(=O)(=O)c3ccccc3)ccc2O1,-1,5,.,8,-6,3,-6[16.7 µM]
CO[C@@H]1CN(C)C(=O)c2ccc(NC(=O)C3CC3)cc2OC[C@@H](C)N(C(=O)Nc2ccc(C(F)(F)F)cc2)C[C@H]1C,0,.,15,5,-6,6,.
O=C(CS(=O)(=O)c1ccc(Cl)cc1)NCCS(=O)(=O)c1ccc(Cl)cc1,-4,-3,7,-3,.,0,1
CCOc1ccc(OCCOCCn2ccnc2)cc1,.,.,0,1,-29,-1,-10
Cc1ccc(C(=O)NCC(=O)Nc2ccc3c(c2)OCCO3)cc1,0,-2,-6,14,-3,1,3
OCCN(CC#CCn1c2ccccc2c2ccccc21)CCO,2,-1,.,.,21,.,.

# 3 of the entries above in order of their number in miR-122 sensor, largest number first:
SMILES | miR-122 sensor
O=C(CS(=O)(=O)c1ccc(Cl)cc1)NCCS(=O)(=O)c1ccc(Cl)cc1 | 1
CCN(CC)CCC(C)OC(=O)c1ccc(O)cc1O (configuration not stated) | -1
Cc1ccc2nc(NC(=O)CSc3nc4c(c(=O)n3C)SC(C)C4)sc2c1 (configuration not stated) | -6

# (more compounds)
SMILES,ERp5 block,SIRT5 block,C2C12 statin,esBAF inh,ARNT-TACC3 inh,Cneo AK release,miR-122 sensor
CC(Cc1ccccc1)NC(=O)CCNNC(=O)c1ccncc1 (configuration not stated),4,2,.,.,.,-1,.
CC[C@H](C)[C@H](NC(N)=O)C(=O)NCCc1ccc(OC)c(OC)c1,-5,0,-5,-7,-7,.,-6
Cc1ccc(NC(=O)c2cc(N3C(=O)C4CC=CCC4C3=O)ccc2N2CCOCC2)cc1Cl (configuration not stated),.,.,-15,-3,.,0,8
CC1(C)CC(=O)C=C(NCc2ccncc2)C1,.,.,25,1,4,2,-7
Cn1cnc(S(=O)(=O)N2CCCCN3[C@@H](CO)[C@@H](c4ccc(C#CC5CC5)cc4)[C@@H]3C2)c1,-5,2,.,.,0,1,13[16.7 µM]
COc1ccc(CNC(=O)CCCn2c(SCC#N)nc3cc4c(cc3c2=O)OCO4)cc1,.,.,9,5,2,3,-3
C[C@H](CO)N1C[C@H](C)[C@@H](CN(C)S(=O)(=O)c2cccs2)Oc2ccc(NC(=O)NC3CCCCC3)cc2CC1=O,1,1,-4,2,.,-2,-3[16.7 µM]
COc1ccccc1NC(=O)N1CCCC1,.,.,6,4,.,12,-4
COC(=O)/C(=C\c1ccc([N+](=O)[O-])o1)NC(=O)c1ccccc1,.,.,-2,-4,-12,1,2
CCc1nnc(NC(=O)c2cc(S(=O)(=O)N(C)c3ccc(OC)cc3)ccc2Cl)s1,1,0,-4,-1,3,13,-6
CN(C1CCCCC1)S(=O)(=O)c1ccc(C(=O)O)cc1,.,.,-8,-2,-2,1,.
CC1=C(C(=O)Nc2cccc(C)c2C)C(c2cccs2)NC(=S)N1 (configuration not stated),.,.,.,.,-2,1,-6
COc1ccc(CCNC(=O)CNCC(c2ccccc2)N(C)C)cc1OC (configuration not stated),-13,-2,3,-1,20,-2,3
CCCC#Cc1ccc([C@H]2[C@H]3CN(S(=O)(=O)Cc4ccccc4)CCCCN3[C@H]2CO)cc1,6,9,31,3,10,0,-5[16.7 µM]
CCCCn1c(N)c(N(CCOC)C(=O)COC(=O)CSc2cc(C)c3ccccc3n2)c(=O)[nH]c1=O,-7,-1,.,.,-2,.,.
C[C@@H]1CCCCO[C@H](CN(C)C(=O)CCCN(C)C)[C@@H](C)CN([C@@H](C)CO)C(=O)c2cc(NC(=O)Nc3ccc(F)cc3)ccc2O1,-3,0,.,-15,9,6,9[16.7 µM]
CCCCCc1nnc(NC(=O)Cc2cccs2)s1,.,.,3,-7,-3,7,-6
CCN(CC)S(=O)(=O)c1ccc(N2CCOCC2)c(NC(=O)CC23CC4CC(CC(Br)(C4)C2)C3)c1,.,.,.,.,4,0,-3
O=C1NC(=S)N/C1=C/C=C/c1ccccc1,3,2,-15,31,.,-2,-4
CC(=O)Nc1nc2c(s1)CCc1ccccc1-2,2,-3,-9,9,0,-1,4
COc1ccc(COC(=O)N/N=C/c2cccs2)cc1,5,-3,21,37,-8,-2,.
S=C(NCC1CCCO1)Nc1ccc(Nc2ccccc2)cc1 (configuration not stated),7,-4,.,.,14,.,.
CN(C)CCCNC(=O)C[C@@H]1CC[C@@H]2[C@@H](COc3ccc(NS(C)(=O)=O)cc3C(=O)N2C)O1,-3,4,14,4,-3,1,-10[16.7 µM]
CCC(=O)N1C[C@@H]2[C@H](c3ccccc31)[C@@H](CO)N2Cc1ccccc1Cl,2,5,-6,-3,-10,0,17[16.7 µM]
CCCNC(=O)C[C@H]1CC[C@@H]2[C@@H](COc3ccc(NC(=O)C4CCOCC4)cc3C(=O)N2C)O1,-5,-3,4,-1,-8,1,-3[16.7 µM]

# More results follow.
SMILES,ERp5 block,SIRT5 block,C2C12 statin,esBAF inh,ARNT-TACC3 inh,Cneo AK release,miR-122 sensor
COc1cc2cc(C(=O)O)n(C)c2c(OC)c1OC,.,.,-2,1,-4,2,-7
C#CCNC(=O)C1=C[C@H](c2csc3ccccc23)[C@@H](CCCO)[C@H](OCC)O1,1&1,0,6,4,-2,1&1,3
CN(CCCC(=O)Nc1ccccc1F)S(=O)(=O)c1ccc(F)cc1,7,-3,0,2,.,0,-2
COc1ccccc1NC(=O)N[C@H]1C=C[C@@H](CC(=O)NCc2ccc(Cl)c(Cl)c2)O[C@@H]1CO,-2,-1,6,3,2,0,-16[16.7 µM]
COc1cccc2cc(CC(=O)c3cc(C)ccc3C)c(=O)oc12,2,0,-7,?,0,-1,3
Cc1ccc(NC(=O)Cc2nnc(SCC(=O)Nc3ccccc3)n2C)cc1,.,.,7,-4,0,-2,1
COc1ccc(CNCCC(c2ccc(OC(C)C)cc2)C(C)C)cc1OC (configuration not stated),.,.,-169,-6,7,3,1
COc1ccc(C)cc1NC(=O)C1CCN(C(=O)c2ccc(C(C)(C)C)cc2)CC1,2,7,1,10,.,0,.
Cc1nc2sccc2c(=O)n1N,3,-2,.,.,-8,.,-9
COCc1cc(C)nc(N/N=C/c2ccc(Cl)c(Cl)c2)c1C#N,0,1,.,.,-2,.,.
Cc1noc(C)c1S(=O)(=O)Nc1ccc2c(c1)C(=O)N([C@H](C)CO)C[C@@H](C)[C@H](CN(C)C(=O)C1CCCCC1)OCCCC[C@@H](C)O2,2,1,.,3,-5,1,-11[16.7 µM]
CC(C)C[C@@H]1NC(=O)[C@@H]2C[C@H](C(=O)O)[C@H](c3cccc(OCCO)c3)N2C1=O,0,-1,.,.,-16,7,.
CC1(C)SC(=Nc2ccccc2)N(S(=O)(=O)c2ccccc2)C1=O,0,-8,.,.,0,-1,-13
COc1ccc(Nc2nc3[nH]c(=O)cc(O)c3s2)cc1,1,-3,.,.,9,.,.
O=C(Nc1ccc(-c2cn3ccsc3n2)cc1)C1CC1,.,.,-31,38,-1,-2,6
Nc1nnc(Sc2ncccc2[N+](=O)[O-])s1,-3,0,6,2,-1,-2,-5
CCOC(=O)CSc1nc2cc(S(=O)(=O)N3CCOCC3)ccc2n1CC,-1,1,-9,-13,4,3,0
CCCCCCSc1ccc(-c2nc3ccc(C)cn3c2NCc2ccccc2)cc1OC,3&1,4,-1,9,.,2,0
CSC1=C(C#N)C(C)C2=C(CC(C)(C)CC2=O)N1 (configuration not stated),.,.,.,-9,-4,1,-5
CC1(C)CC(=O)C(N=Nc2cccc([N+](=O)[O-])c2)=C(O)C1,1,4,.,.,-2,.,.
O=C(C[C@@H]1CC[C@H](NS(=O)(=O)c2ccccc2)[C@@H](CO)O1)NCCN1CCCCC1,2,-6,-8,2,5,-2,.
COc1ccccc1C(=O)Nc1ccc(S(=O)(=O)Nc2cc(C)nc(C)n2)cc1,.,.,4,-5,10,0,1
CCN(CC)Cc1c(NC(=O)c2ccccc2)sc(C)c1C,2,-3,.,.,3,.,-3
Cc1ccc(S(=O)(=O)N2CCN(C(=O)c3nn(C(C)C)c(=O)c4ccccc34)CC2)cc1C,.,.,-22,0,4,0,-7
CCOC(=O)c1c(NC(=O)COC(=O)C2CC2C)sc(C)c1C (configuration not stated),-1,-1,.,.,0,.,.
O=S(=O)(NCc1ccco1)c1cccc2cccnc12,.,.,4,-3,-1,0,12
Cc1cccc(C(=O)OC(C)C(=O)Nc2ccc(S(=O)(=O)N3CCCC3)cc2)c1O (configuration not stated),-1,-4,.,.,0,9,.

# Outcome played no part in choosing rows; any-hit rate near 4%.
